# KKLEB cytotox: cytotoxicity in KKLEB CF airway cells, primary screen, cytotoxicity control for CF NF-kB inhibitor project, cell-based, uHTS, fluorescence assay plates. KKLEB CF airway cells viability, ATPlite luminescence, overnight; hits give low values; cells stimulated with P. aeruginosa culture filtrate. activity change (cytotoxicity), % at 5 µM. hit rate 0.36% among 360,000. AID 602141, 2011;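 active = corrected activity change at or below -50% at 5 µM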
# MITF TRPM1 inh: inhibitors of MITF-dependent TRPM1 promoter reporter, primary screen, cell-based, SK-MEL-5, single point, luciferase | SK-MEL-5 TRPM1 promoter luciferase, 24 h | inhibition, % at 12.5 µM | hit rate 0.83% among 330,000;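 active = mean inhibition across replicates of 60% or more, whatever share of single replicates reaches that level; inconclusive = some that reach 60%, reason not given; inactive = mean inhibition across replicates below 60%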; note: values of inactives mirror those of a sister screen read the other way
# NR2E3 ag-1: inhibitors of NR2E3-RetCOR corepressor binding, primary screen, NR2E3 agonist project, biochemical, TR-FRET, GST-NR2E3, biotin-RetCOR. 1536-well. inhibition of corepressor binding, % at 4.78 µM. hit rate 0.12% among 320,000. AID 2300, 2010;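 active = percent inhibition above the cutoff of mean plus 3 SD of all tested compounds, set per screening campaign, cut at about 20% in these data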;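 note: 0% = DMSO wells and 100% = biotin wells as full block of FRET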
# Target sequence (Q9Y5X4 whole entry, looked up): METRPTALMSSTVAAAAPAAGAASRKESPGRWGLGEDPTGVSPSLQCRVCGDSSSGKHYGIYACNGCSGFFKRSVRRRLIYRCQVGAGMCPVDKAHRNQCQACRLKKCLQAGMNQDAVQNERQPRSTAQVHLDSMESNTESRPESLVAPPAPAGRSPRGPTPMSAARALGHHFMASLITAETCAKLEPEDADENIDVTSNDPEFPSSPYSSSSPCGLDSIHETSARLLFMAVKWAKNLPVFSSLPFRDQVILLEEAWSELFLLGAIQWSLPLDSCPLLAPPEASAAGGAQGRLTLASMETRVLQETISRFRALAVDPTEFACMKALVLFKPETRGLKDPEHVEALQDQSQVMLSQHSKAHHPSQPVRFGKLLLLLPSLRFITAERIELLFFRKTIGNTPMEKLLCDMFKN
#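 System: GST-tagged NR2E3 plus biotinylated RetCOR corepressor; Buffer or medium: pH 7.5 Tris-based buffer; Probe or stimulus: RetCOR corepressor, biotinylated, 7 nM; Doses: compound at 4.8 µM, single dose; Schedule: 5 h incubation at 4 °C; Technique: time-resolved FRET; Evaluation: percent inhibition of TR-FRET ratio; Replication: one well per compound, singlicate testing.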
# CF NFkB block: inhibitors of PAF-induced NF-kB signaling, primary screen, cell-based, GFP fluorescence, uHTS. hit rate 0.86% among 360,000. inhibition, % at 5 µM. KKLEB NF-kB-GFP reporter, GFP fluorescence overnight;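 active = at least 50% inhibition at 5 µM, scaled per plate between neutral and stimulator controls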;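 note: PAF is a Pseudomonas aeruginosa culture filtrate used as stimulus; plate controls were PAF-stimulated DMSO wells for no effect and unstimulated DMSO wells for full effect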
# EBV LMP1 NFkB: EBV LMP1-driven NF-kappaB luciferase reporter inhibitors, primary screen, cell-based, luminescence, single point. AID 504558, 2011. LMP1-induced NF-kappaB luciferase reporter cells. inhibition, % at 12.5 µM. hit rate 0.69% among 350,000; in the data active = inhibition above about 41%; inconclusive = no clear call, values can overlap the other calls;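 note: 0% = neutral control wells and 100% = reference inhibitor control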
# HIF-2a inh: HIF-2a reporter inhibitors, primary screen, luminescence, 786-0 RCC cells | hit rate 0.72% among 360,000 | inhibition, % at 18.8 µM | AID 624352, 2012 | 786-0 RCC cells HIF-2a reporter, luciferase luminescence, overnight;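 active = inhibition of the luminescence signal of 40% or more relative to plate controls, in a single-dose primary screen at 18.75 µM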
# Shn3 3UTR inh: reduction of Shn3 3'UTR firefly luciferase signal, primary screen, Schnurri-3 inhibitor project, cell-based, Clone20 osteoblasts, set 2; Clone20 osteoblast Shn3 3'UTR firefly luciferase, 24 h; inhibition, % at 12.5 µM; hit rate 0.52% among 360,000; AID 588674, 2011;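 active = mean inhibition of at least 75% with every replicate also reaching 75%; inconclusive = mean inhibition at least 75% but some replicate below; inactive = mean inhibition below 75%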;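 note: 0% = median of neutral control wells and 100% = pilot-screen positive control compound; some compounds past the cut are filed as inactive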
# Peg3 promoter: Peg3 promoter-driven luciferase inhibitors, primary screen, cell-based, HeLa, luciferase luminescence; hit rate 1.7% among 360,000; HeLa PEG-Prom luciferase reporter, overnight; AID 588405, 2011; inhibition, % at 20 µM;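 active = inhibition of at least 50% at 20 µM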
# hiPSC survival: enhancers of single-cell hiPSC survival, primary screen, ATPlite luminescence. 100% = ROCK inhibitor wells, 0% = DMSO. survival enhancement, % at 20 µM. hit rate 0.044% among 360,000; in the data active = survival enhancement above about 18%;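 note: cells exposed to compounds for 16 hours before the ATP read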
# TRAIL sens C8: viability loss with TRAIL in NB7+C8 cells, primary screen, TRAIL sensitizer project, cell-based, ATPlite luminescence | inhibition (viability loss, TRAIL sensitization), % at 10 µM | hit rate 1% among 360,000 | AID 624354, 2012;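 active = compounds causing at least 50% loss of cell viability in the single-dose screen, relative to plate controls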
# NR2E3 ag-2: NR2E3 agonists in two-hybrid cells, primary screen, cell-based, luminescence, CHO-S, Gal4-NCOR/VP16-NR2E3 | inhibition of corepressor binding, % at 3.98 µM | luciferase | AID 602229, 2012 | hit rate 0.35% among 360,000;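 active = inhibition above the mean of all tested compounds plus 3 SD, cut at about 70% in these data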;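 note: 0% = DMSO with NR2E3 transfected cells and 100% = cells lacking NR2E3 construct; higher means lower luciferase signal from less NR2E3 corepressor binding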
# Numbers without * were called inactive; ? = inconclusive; / = not tested or not shown.
SMILES,KKLEB cytotox,MITF TRPM1 inh,NR2E3 ag-1,CF NFkB block,EBV LMP1 NFkB,HIF-2a inh,Shn3 3UTR inh,Peg3 promoter,hiPSC survival,TRAIL sens C8,NR2E3 ag-2
COCCN(C(=S)Nc1c(C)cccc1C)C(C)c1cccnc1 (configuration not stated),-12,5,-2,3,-3,18,5,-5,-0.7,-13,-14
CCOc1ccccc1/C=N/Nc1nc2c(N)ncnc2n1[C@H]1O[C@@H](CO)[C@H](O)[C@@H]1O,-5,8,-3,0,-1,10,4,6,0.8,-6,3
CCOC(=O)C1CCN(C(=O)C(C)Oc2ccc(Br)cc2)CC1 (configuration not stated),-1,20,1,-5,6,14,-8,4,3.0,-6,4
COc1ccc(-c2sc3cc4c(cc3c2-c2ccc3c(c2)OCCO3)OCO4)cc1,2,-8,/,-9,-6,-7,77,-17,-1.7,6,-26
Cc1sc(NC(=O)C2=COCCO2)nc1-c1ccc(Br)cc1,6,-26,2,19,-9,-143,7,-137,0.3,-2,-47
N#CCSc1nnc(-c2cnccn2)n1Cc1ccccc1,-4,11,1,-7,-1,6,-4,0,-0.8,-3,-19
CCCC[C@H]1COCCS(=O)(=O)N1Cc1cccc(Cl)c1,-9,-9,3,13,-4,11,15,-2,-2.3,6,-36
Cc1ccc(C(CC(=O)c2ccco2)SCCO)cc1 (configuration not stated),2,-33,-2,-4,-12,-128,-29,-106,-3.1,5,-21
COc1ccc(C2NC(=S)NC(C)=C2C(=O)Nc2ccccn2)cc1OC (configuration not stated),14,-7,0,-17,-1,24,7,12,-1.8,8,-21
COC(=O)c1cc(COc2ccc3oc(C)c(C(=O)OC(C)C)c3c2)c(C)o1,-7,8,-2,4,2,28,7,31,0.5,5,-8
CS(=O)(=O)c1ccc(Cl)c(NC(=O)C2CC(=O)N(Cc3ccco3)C2)c1 (configuration not stated),-4,-9,0,7,-1,18,-21,6,0.1,-9,-5
CCOCCCNC(=O)C1c2ccccc2Oc2ccccc21,-1,-8,3,-9,1,10,-5,12,-0.6,-7,19
COC(=O)C1=C(C)Nc2nc3ccccc3n2C1c1cc(OC)c(OC)c(OC)c1 (configuration not stated),-7,/,3,-28,/,16,-2,-5,-0.7,14,0
Nc1c(/C=C2\C=Nc3ccccc32)c(=O)nc2sc(CC(=O)N3CCOCC3)nn12,-3,12,0,-24,-6,14,11,4,-0.5,1,-20
Cc1ccc(S(=O)(=O)NCCOC(=O)Nc2sc(=S)n(C)c2C)cc1,8,7,-3,-3,-4,10,13,14,2.5,4,17
CSc1nc(N)nc2c1ncn2CC(=O)NCCCc1ccccc1,0,2,/,-4,9,2,70,1,-0.5,4,1
CCSc1nc(-c2cccs2)nc2ccccc12,-3,10,4,-8,8,-2,16,9,-0.2,4,-10
Cc1ccc(S(=O)(=O)N(C)Cc2ccc(C(=O)NN=C3C4CC5CC(C4)CC3C5)cc2)cc1,4,12,-3,-14,-6,19,-2,2,2.2,5,10
CCC(CC)C(=O)Nc1cc(C)c2c(=O)oc3ccccc3c2n1,11,2,1,-45,-2,-19,-12,29,-0.4,40,-29
Cc1ccc(S(=O)(=O)N(C)C)cc1NC(=O)c1ccc(-n2cncn2)c([N+](=O)[O-])c1,10,8,0,7,-7,-9,4,6,-0.2,-7,-12

# Sorted by molar mass (high to low): eight of the compounds above
SMILES,KKLEB cytotox,MITF TRPM1 inh,NR2E3 ag-1,CF NFkB block,EBV LMP1 NFkB,HIF-2a inh,Shn3 3UTR inh,Peg3 promoter,hiPSC survival,TRAIL sens C8,NR2E3 ag-2
Cc1ccc(S(=O)(=O)N(C)Cc2ccc(C(=O)NN=C3C4CC5CC(C4)CC3C5)cc2)cc1,4,12,-3,-14,-6,19,-2,2,2.2,5,10
Cc1ccc(S(=O)(=O)N(C)C)cc1NC(=O)c1ccc(-n2cncn2)c([N+](=O)[O-])c1,10,8,0,7,-7,-9,4,6,-0.2,-7,-12
CCOc1ccccc1/C=N/Nc1nc2c(N)ncnc2n1[C@H]1O[C@@H](CO)[C@H](O)[C@@H]1O,-5,8,-3,0,-1,10,4,6,0.8,-6,3
Nc1c(/C=C2\C=Nc3ccccc32)c(=O)nc2sc(CC(=O)N3CCOCC3)nn12,-3,12,0,-24,-6,14,11,4,-0.5,1,-20
COC(=O)C1=C(C)Nc2nc3ccccc3n2C1c1cc(OC)c(OC)c(OC)c1 (configuration not stated),-7,/,3,-28,/,16,-2,-5,-0.7,14,0
Cc1ccc(S(=O)(=O)NCCOC(=O)Nc2sc(=S)n(C)c2C)cc1,8,7,-3,-3,-4,10,13,14,2.5,4,17
COc1ccc(C2NC(=S)NC(C)=C2C(=O)Nc2ccccn2)cc1OC (configuration not stated),14,-7,0,-17,-1,24,7,12,-1.8,8,-21
CCOCCCNC(=O)C1c2ccccc2Oc2ccccc21,-1,-8,3,-9,1,10,-5,12,-0.6,-7,19

# (list continues)
SMILES,KKLEB cytotox,MITF TRPM1 inh,NR2E3 ag-1,CF NFkB block,EBV LMP1 NFkB,HIF-2a inh,Shn3 3UTR inh,Peg3 promoter,hiPSC survival,TRAIL sens C8,NR2E3 ag-2
CCc1cc(=O)oc2c(CNCc3c(F)cccc3Cl)c(O)ccc12,-2,-19,-1,-13,?,6,15,-6,-0.7,-1,-36
COc1ccc(NC(=O)CN(C)S(=O)(=O)c2cccc3nsnc23)cc1,-8,-6,2,16,-3,7,11,2,-0.4,7,-11
Cc1ccc(OCC(=O)NNC(=O)CCc2ccccc2)c(Br)c1,12,-6,-3,-7,5,6,-11,-1,-0.4,-2,-11
COCCN1CCc2c(C)nc3c(-c4ccc(OC)c(OC)c4)cnn3c21,2,-35,-7,8,-7,-87,-33,-105,0.5,-17,-29
CC(=O)c1ccc(OCc2cc(C(=O)N(C)CCN3CCOCC3)no2)cc1,-3,-1,-3,-8,-6,-37,-13,-28,-0.7,-14,-19
CCOC(=O)CCC(=O)Nc1ccc(S(=O)(=O)N2CCCCC2)cc1,-1,0,1,-31,-2,17,7,14,-0.4,1,8
Cc1cc[n+](CC(=O)N2CCCc3ccccc32)cc1,1,4,3,6,1,15,4,19,0.2,-2,-15
CCCCN(C(=O)CCC(=O)Nc1cc(C)on1)C(C(=O)NC(C)(C)C)c1cccc(OC)c1OC (configuration not stated),-6,7,-2,3,3,3,11,12,-0.6,-6,10
O=C(CSc1nc2ccccc2c(=O)n1-c1ccc(F)cc1F)Nc1ccc2c(c1)CCC2,7,2,1,10,-1,26,35,18,6.2,0,7
O=C(c1ccc2c(=O)n3c(nc2c1)CCC3)N1CCN(S(=O)(=O)c2ccccc2Br)CC1,-11,-2,/,-20,3,7,7,3,-0.4,3,9
CC(C)(C)Cc1c(-c2cccc(Cl)c2)nc2ccc(Br)cn12,4,/,/,10,/,-72,-2,2,-4.7,-11,7
O=C(Cc1ccc(Cl)cc1)NCC(=O)N1CCCCCC1,8,8,-5,9,0,12,3,4,0.8,13,1
COc1ccc(-c2cn(-c3ccc(OC)cc3)c(=S)[nH]2)cc1,-4,13,-5,-6,-16,-158,-30,-168,-1.2,5,-75
Cc1ccc(S(=O)(=O)N(CC(=O)Nc2cccnc2)c2cccc(Br)c2)cc1,-6,8,2,1,-1,20,-23,37,0.5,14,-72
OCCN1CCN(c2ncnc3c2c(-c2ccccc2)cn3-c2ccc(Br)cc2)CC1,-9,-23,-1,14,2,17,9,35,0.0,7,-18
O=C(OCc1nc2ccccc2[n+]([O-])c1C(=O)c1ccccc1)c1cccs1,0,2,1,-16,-6,11,-57,-13,2.8,-5,10
CC(C)(C)C(=O)Cn1c(NCCO)nc2ccccc21,1,2,1,-6,-9,6,-3,4,2.3,-4,-4
CCNC(=O)C1(C)CCCN(C(=O)c2ccc(OC)c(F)c2)C1 (configuration not stated),-4,/,/,-8,/,-4,5,-2,3.9,-8,-6
COc1cc(C2SCC(=O)N2CCc2ccc(OC)c(OC)c2)ccc1O (configuration not stated),-2,5,-1,2,-3,10,1,5,1.7,25,16
Cc1ccc(S(=O)(=O)N2Cc3ccccc3CC2C(=O)N(C)C)cc1 (configuration not stated),8,/,/,-20,0,18,-18,0,-1.1,-2,-25
O=C(c1ccccc1)c1ccc(OCCOCCN2CCN(Cc3ccccc3)CC2)cc1,-6,9,3,-26,24,5,70,23,-1.0,6,33
CS(=O)(=O)Nc1ccc(Oc2ncccn2)cc1,1,8,-3,4,-13,16,-1,7,0.0,-16,-26
Oc1ccc(/C=N/NC2=NCCCCC2)c(O)c1,-4,-45,-4,-8,-15,-170,-75,-144,-1.1,1,-35
CCO[C@@H]1OC(C(=O)N2CCN(Cc3ccc4c(c3)OCO4)CC2)=C[C@H](c2ccc(C(F)(F)F)cc2)[C@H]1CCCO,-3,-15,1,-3,-5,7,0,33,-1.4,1,-4
COc1ccccc1-c1ccc2c(c1)C(C)(Cc1cc(Cl)ccc1C(F)(F)F)C(=O)N2 (configuration not stated),0,/,/,11,/,-9,38,78*,5.1,11,17
CN(C)/C=N/c1sccc1C(N)=O,8,6,2,-2,0,12,7,0,-1.6,-18,-3
COc1ccc(-c2nn(C)c(=O)c3ccccc23)cc1CNS(C)(=O)=O,-12,7,-1,-2,-2,-1,-14,-5,4.1,1,-3
COc1cccc(/C=N/NC(N)=S)c1OCc1ccccc1Cl,2,13,3,-36,0,14,6,18,-3.4,-9,14
Cc1ccc(C)c(NC(=O)CSc2nnc(-c3ccco3)o2)c1,-3,2,-3,-6,6,2,3,2,7.2,2,-25
COc1cc(/C=N/OCC(=O)Nc2cc(C)cc(C)c2)ccc1OCc1ccc(Cl)cc1,-9,-71,-1,0,-55,-275,-39,-333,-3.3,11,-107
CNC(=O)CN1C(=O)c2cccc3cccc1c23,6,2,0,1,2,13,11,25,1.8,-6,-15
CCN(CC)C(=O)c1ccc(-c2nnc(Nc3ccc(C(=O)N(C)C)cc3)c3ccccc23)cc1,-5,-7,4,-28,-2,8,3,17,1.1,-2,6

# Screens (PubChem)

# Only part of the results is shown; rates above refer to the full screens.
